ATG4B inhibitor: inhibitors of human ATG4B cysteine protease. ATG4B cleavage of LC3-PLA2, NBD-HPC fluorescence, 1 h. inhibition, % at 8.33 µM. 340,000 compounds, 0.51% hits. AID 504462; in the data active means inhibition above about 40%
mIAP inh: blocks mouse intestinal alkaline phosphatase; purified mouse IAP, CDP-Star luminescence, 30 min; inhibition, % at 10 µM; 330,000 compounds, 0.2% hits;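 active means inhibition of at least 40% at 10 µM in the primary screen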;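 further: plate controls were DMSO with enzyme for no effect and no enzyme wells for full effect; values of inactives mirror those of a sister screen read the other way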
hIAP act: human IAP activation; activation factor at 10 µM; purified human IAP, CDP-Star luminescence, 30 min; stronger effect = higher value; 1 = vehicle-only enzyme, 0 = enzyme-free background; 330,000 compounds, 0.16% hits; AID 2524;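 active means activation factor of the enzyme at least 2-fold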; further: the source names both 10 and 20 µM as test concentration; values of inactives mirror those of a sister screen read the other way
hIAP inh: human IAP inhibition; P09923; 330,000 compounds, 0.12% hits; inhibition, % at 10 µM; purified IAP, CDP-Star luminescence, 30 min;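 active means inhibition reaching a set limit with compound at 10 µM in the primary screen, cut at about 35% in these data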;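 further: plate controls were DMSO wells with enzyme for no effect and no-enzyme buffer wells for full effect; values of inactives mirror those of a sister screen read the other way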
mIAP act: increases mouse intestinal alkaline phosphatase activity; muIAP, CDP-Star luminescence, 30 min; stronger effect = higher value; 1 = vehicle-only enzyme signal, 0 = enzyme-free wells; activation factor at 10 µM; 330,000 compounds, 0.24% hits;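 active means activation factor of at least 2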; further: the source names both 10 and 20 µM as test concentration; values of inactives mirror those of a sister screen read the other way
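System: mouse IAP enzyme. Reagent: CDP-Star chemiluminescent phosphatase substrate. Benchmarks: DMSO wells, no-enzyme wells. Times: 30 min enzyme-substrate-compound incubation at room temperature. Detection: luminescence from enzymatic CDP-Star hydrolysis. Doses: test compounds delivered from DMSO solution.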
PfGluPho inh: PfG6PD (Plasmodium falciparum) enzyme inhibition | PfGluPho enzyme, NADPH resazurin-diaphorase fluorescence | inhibition, % at 20 µM | 350,000 compounds, 0.78% hits | AID 504690;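 active means inhibition reaching at least a set limit at 20 µM in the primary screen, cut at about 59% in these data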;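 further: 0% = DMSO wells with substrate and 100% = DMSO wells lacking glucose-6-phosphate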
APOBEC3A inh: inhibitors of human APOBEC3A DNA deaminase; P31941; recombinant A3A, FAM/TAMRA ssDNA deamination fluorescence; inhibition, % at 20 µM; 330,000 compounds, 0.41% hits;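 active means at least 40% inhibition at 20 µM here, with at most 30% in a related deaminase screen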;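 further: plate controls were A3A with DMSO for no effect and wells lacking A3A enzyme for full effect; some results filed as inactive read as strong as hits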
HKDC1 inh: inhibitors of human hexokinase HKDC1; 340,000 compounds, 0.16% hits; inhibition, % at 20 µM; AID 493160; Q2TB90; recombinant HKDC1, G6PDH/diaphorase resazurin coupled fluorescence;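 active means inhibition above about 35% when tested at 20 µM, limit read from the data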;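 further: plate controls were DMSO wells with enzyme for no effect and DMSO wells lacking enzyme for full effect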
Target sequence (Q2TB90 whole entry, looked up): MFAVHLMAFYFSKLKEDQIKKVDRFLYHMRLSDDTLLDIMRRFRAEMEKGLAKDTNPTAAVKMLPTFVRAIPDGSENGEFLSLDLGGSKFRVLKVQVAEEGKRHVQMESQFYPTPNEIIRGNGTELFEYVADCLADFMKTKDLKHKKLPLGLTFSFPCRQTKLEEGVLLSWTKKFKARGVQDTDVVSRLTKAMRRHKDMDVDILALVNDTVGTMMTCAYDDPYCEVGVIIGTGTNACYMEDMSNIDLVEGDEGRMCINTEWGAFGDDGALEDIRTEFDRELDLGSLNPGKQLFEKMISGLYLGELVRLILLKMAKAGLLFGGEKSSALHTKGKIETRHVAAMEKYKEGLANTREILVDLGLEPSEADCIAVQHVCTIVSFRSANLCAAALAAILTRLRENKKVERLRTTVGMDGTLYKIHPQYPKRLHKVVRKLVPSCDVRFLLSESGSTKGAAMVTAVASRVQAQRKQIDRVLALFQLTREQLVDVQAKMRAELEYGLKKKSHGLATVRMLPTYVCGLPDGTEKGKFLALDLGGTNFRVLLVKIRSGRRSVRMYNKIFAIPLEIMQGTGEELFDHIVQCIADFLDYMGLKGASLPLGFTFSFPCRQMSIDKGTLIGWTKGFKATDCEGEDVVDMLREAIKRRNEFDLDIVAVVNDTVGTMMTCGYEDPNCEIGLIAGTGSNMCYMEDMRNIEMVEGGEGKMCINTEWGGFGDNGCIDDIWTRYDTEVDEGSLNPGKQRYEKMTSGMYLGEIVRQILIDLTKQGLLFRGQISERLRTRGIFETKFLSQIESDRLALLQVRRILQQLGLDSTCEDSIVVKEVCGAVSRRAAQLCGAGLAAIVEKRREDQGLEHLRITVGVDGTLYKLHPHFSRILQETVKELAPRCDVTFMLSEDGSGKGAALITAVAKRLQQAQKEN
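test system = in-house recombinant HK5 (HKDC1) enzyme | amount = HKDC1 at 5 µg/mL | control set = DMSO-enzyme wells negative, buffer-substituted wells positive | compound = one dose of 20 µM, 1% DMSO | schedule = reaction time 90 min, room temperature, protected from light | technique = resorufin fluorescence at 613 nm | reagent = glucose with 1 mM ATP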
An asterisk follows results filed as active; nt = no result given.

canonical_smiles	ATG4B inhibitor	mIAP inh	hIAP act	hIAP inh	mIAP act	PfGluPho inh	APOBEC3A inh	HKDC1 inh
Cc1ccc(C2c3[nH]c4ccccc4c3C[C@H]3C(=O)N(c4ccccc4C(=O)N4CCC[C@H]4C(=O)O)C(=O)N23)cc1 (stereo not given in full)	-25	13	1	-3	0.87	-2	-3	-2
CN(C)c1ccc(C2CNC(c3ccc(Cl)c([N+](=O)[O-])c3)c3[nH]c4ccccc4c32)cc1 (stereo not given)	6	19	0.95	5	0.81	37	1	0
CC(C)C(C)(C#N)NC(=O)CN1C(=O)NC2(CCCc3ccccc32)C1=O (stereo not given)	-6	9	1.1	-12	0.91	-7	-1	-8
NC(=O)NC(=O)COC(=O)c1cccnc1Nc1ccccc1F	8	16	1.1	-11	0.84	1	1	-10
NC(=O)c1ccc(NC(=O)COC(=O)CCSc2ccccc2)cc1	0	-2	0.96	4	1	-8	-8	-5
Cc1cc(C(=O)NNC(=S)Nc2ccccc2C)cs1	-4	8	0.95	4	0.92	-20	3	-9
O=C(NCCOc1ccc(F)cc1)C1CCC(=O)N(CCc2ccccn2)C1 (stereo not given)	26	3	1.1	-5	0.97	-15	-3	2
C/C(=N\NC(=O)c1ccccc1)c1ccc(-n2ccnc2)cc1	-8	-9	0.93	7	1.1	-8	1	20
CC1CCC(C(C)C)C(OC(=O)COC(=O)c2ccc(N)cc2)C1 (stereo not given)	10	6	1.1	-12	0.94	24	-1	-2
Cc1c(C(=O)N2CCCCC2)c(S(=O)(=O)N(C)Cc2ccco2)c(C)n1C	2	9	0.73	27	0.91	6	-5	-5
CCOC(=O)c1cnc2c(ccc3ccccc32)c1N	4	-3	1.2	-18	1	10	-1	-4
N#CSC(c1ccccc1)c1nc2ccccc2[nH]c1=O (stereo not given)	2	-3	0.92	8	1	39	-3	1
Cc1nc(-c2ccccn2)nc(SCC(=O)c2ccccc2)c1Cl	-6	9	0.99	1	0.91	-1	-1	-5
O=C(c1ccc(Cl)c(Cl)c1)N1CCN(Cc2ccc3c(c2)OCO3)CC1	-6	9	0.93	7	0.91	16	-3	-2
Cc1cccc(C)c1-n1c(SCC(=O)NCc2ccco2)nc2ccccc2c1=O	-3	0	1.1	-9	0.99	7	-8	-1
COc1ccc(NC(=O)C(=O)c2cn(CC(=O)N3CCCC3)c3ccccc23)c(OC)c1	1	3	1.1	-13	0.97	4	-1	3
O=C(NCCc1ccncc1)Nc1ccc(Cl)c(Cl)c1	1	-47	1.1	-7	1.5	1	-2	2
Cc1nc2ccc(S(=O)(=O)Nc3cc(-c4nc5cccnc5s4)ccc3C)cc2s1	-34	9	0.98	2	0.91	-13	1	1
CNC(=S)N(Cc1cc2ccc(OC)cc2[nH]c1=O)CC1CCCO1 (stereo not given)	-4	3	0.94	6	0.97	5	0	-4
COc1cccc(NCc2nnc(SCC(=O)NC3CCS(=O)(=O)C3)n2C2CCCCC2)c1 (stereo not given)	-4	2	1.1	-5	0.98	2	-4	-1
Cc1nc2scc(C)n2c(=O)c1S(=O)(=O)NCCc1ccc(Cl)cc1	-6	4	1.1	-6	0.96	-12	0	-1
Cc1ccccc1NC(=O)NC(N)=O	5	-9	1	0	1.1	-3	-4	-4
CCN(C(=O)COC(=O)c1ccccc1NCCO)c1cccc2ccccc12	-13	-10	0.9	10	1.1	-1	1	-12
COc1ccc(CCNC(=O)CCCN2C(=O)C(c3ccccc3)Oc3cccnc32)cc1OC (stereo not given)	-2	-4	1.1	-13	1	-9	-5	-3

Three records picked at random from the list so far, as already listed:
canonical_smiles	ATG4B inhibitor	mIAP inh	hIAP act	hIAP inh	mIAP act	PfGluPho inh	APOBEC3A inh	HKDC1 inh
COc1cccc(NCc2nnc(SCC(=O)NC3CCS(=O)(=O)C3)n2C2CCCCC2)c1 (stereo not given)	-4	2	1.1	-5	0.98	2	-4	-1
CNC(=S)N(Cc1cc2ccc(OC)cc2[nH]c1=O)CC1CCCO1 (stereo not given)	-4	3	0.94	6	0.97	5	0	-4
O=C(c1ccc(Cl)c(Cl)c1)N1CCN(Cc2ccc3c(c2)OCO3)CC1	-6	9	0.93	7	0.91	16	-3	-2

The list continues.
canonical_smiles	ATG4B inhibitor	mIAP inh	hIAP act	hIAP inh	mIAP act	PfGluPho inh	APOBEC3A inh	HKDC1 inh
Cc1c(C(=O)N2CCOCC2)[nH]c2ccc(OCc3ccccc3)cc12	-3	2	0.94	6	0.98	-3	-3	4
Cc1ccc2nc(-c3ccncc3)cc(C(=O)NCCc3ccc(F)cc3)c2c1	-4	0	1	-1	1	-3	-4	-1
O=C(COC(=O)CN1C(=O)COc2ccccc21)NCc1ccc(F)cc1	-5	3	0.99	0	0.97	4	0	-3
C=CCN1C(=O)/C(=C2/Sc3ccc(OC)cc3N2C)SC1=Nc1ccccc1	1	-7	1	-3	1.1	-4	2	0
COc1ccccc1N/C=C(\C#N)c1nc2ccccc2[nH]1	1	6	1.1	-8	0.94	4	-3	-9
Cc1csc(NC(=O)CSC2=NCCS2)n1	1	-1	0.91	9	1	1	1	-2
COc1cc(C(=O)N/N=C/c2ccc(OC(=O)c3cccc(C)c3)c(OC)c2)ccc1O	-5	3	1.2	-20	0.97	14	0	-2
CN(C)S(=O)(=O)c1ccc(NC(=S)NC(=O)c2ccc(Br)o2)cc1	nt	12	0.98	2	0.88	nt	2	nt
COC(=O)Nc1ccc(S(=O)(=O)N2CCCC(C(=O)N3CC(C)OC(C)C3)C2)cc1 (stereo not given)	-11	-14	0.96	4	1.1	13	1	-9
COc1ccccc1-c1nc(-c2ccccc2)nc(N2CCN(C)CC2)c1C#N	-11	9	1	0	0.91	8	-5	-3
O=C(O)c1cc2[nH]c3c(c2cc1Cl)CCCC3	1	11	0.97	3	0.89	-8	-1	0
CC(=O)NC1C(=O)N(CCN2CCOCC2)c2ccc(F)cc21 (stereo not given)	4	-9	0.84	16	1.1	8	2	79*
O=[N+]([O-])c1cccc(-c2noc(-c3ccco3)n2)c1	-2	10	0.93	7	0.9	3	0	-8
O=C(CN1C(=O)NC(Cc2ccccc2)C1=O)Nc1ccccc1 (stereo not given)	-6	-7	0.99	1	1.1	-2	-3	-2
C=CCNC(=O)c1cc(Cl)ccn1	1	3	0.81	18	0.97	-6	-2	-4
Cc1ccc(-n2nc3c(=O)n(CCCC(=O)NC4CCC(C)CC4)nc(C)c3c2C)cc1 (stereo not given)	-2	-2	1.4	-37	1	-6	-4	-1
CCN1CCN(S(=O)(=O)c2ccc(Cl)c(C(=O)Nc3cc(Cl)ccc3N3CCOCC3)c2)CC1	-6	5	0.91	9	0.95	1	54*	-4
CCN(CC)CCN1C(=O)C(=O)/C(=C(/O)c2c(C)[nH]c(C(=O)OC)c2C)C1c1ccco1 (stereo not given)	-5	-18	1.2	-24	1.2	2	4	-14
CC[C@]12c3[nH]c4cc(CCC(=O)N(C)C)ccc4c3CCN1C(=O)[C@@H](CC(=O)NCC13CC4CC(CC(C4)C1)C3)C[C@@H]2C(=O)N1CCN(C(=O)C2CC2)CC1	-4	-12	nt	nt	1.2	0	3	1
CCOc1cc(N2CCOCC2)c(OCC)cc1NC(=O)C(C)C	-5	1	1	-4	0.99	5	-2	-3
CCC(C)NC(=O)CN1C(=O)CSc2ccc(S(=O)(=O)N3CCCC3)cc21 (stereo not given)	2	-3	0.94	6	1	-12	-5	-4
O=C(NCCn1ccc2ccccc21)c1ccc(S(=O)(=O)N2CCCCC2)cc1	-10	13	0.8	20	0.87	13	-3	-2
CCOC(=O)c1nnc(-c2ccc(C)cc2)nc1N1CCSCC1	-2	11	0.8	20	0.89	-13	-5	-7
CC(=O)Nc1nonc1-c1nc2ccccc2n1CCC#N	-12	5	0.73	27	0.95	-3	-1	-1
CCCNc1cc(=O)n(C)c(=O)n1C	2	-13	1.1	-8	1.1	-13	-3	-12
CC(=O)[C@H]1[C@H]([C@H](O)[C@H](O)CO)O[C@](O)(C(=O)O)C[C@@H]1O	-1	8	0.94	6	0.92	-11	0	5
CN(C)CCOCCOc1ccc(Cl)cc1C(C)(C)C	2	22	1.1	-12	0.78	11	5	3
Cc1nn(-c2ccccc2)c(N)c1Sc1ccc([N+](=O)[O-])cc1	0	17	0.95	5	0.83	27	2	-3
Cc1ccc(-c2cc(C(=O)NCc3ccccn3)c3ccccc3n2)cc1	3	1	0.98	2	0.99	12	1	2
Cc1ccc(C)c(S(=O)(=O)N2CCCC2CNC(=O)C(=O)NCc2ccccc2C)c1 (stereo not given)	-5	-1	0.96	4	1	11	3	-1
C=Cc1ccc2c(c1)N(C)C(=C)S2	-10	15	0.9	10	0.85	54	38	-7
CCc1sc(C(=O)NCc2cc(C)n(C)n2)cc1Br	10	4	0.88	12	0.96	-14	-1	-1
CCCC(=O)NC(Nc1c(C)n(C)n(-c2ccccc2)c1=O)C(Cl)(Cl)Cl (stereo not given)	-6	-4	0.87	13	1	7	-1	4
C/C(=N/OC(=O)c1cccc(Cl)c1)c1nccs1	-2	0	0.86	14	1	-10	-1	2
Cc1ccc2c(c1)CCCN2C(=O)c1ccc2c(c1)OCO2	-6	0	0.83	17	1	29	-2	-4
CCOC(=O)C(=NC(C)(C)C)NNc1cc(Cl)ccc1Cl	7	1	1.1	-13	0.99	-9	7	-6
O=C(Nc1nnc(SCc2ccccn2)s1)C1CC(=O)N(c2ccc(F)cc2)C1 (stereo not given)	-6	12	1	-1	0.88	2	0	2
COC(=O)CCCN=C1SCCN1Cc1ccccc1	-5	6	1	-5	0.94	-2	2	5
NC(=O)c1ccc(NC(=O)COC(=O)CC(NC(=O)c2ccccc2Cl)c2ccccc2)cc1 (stereo not given)	-10	7	0.88	12	0.93	9	-3	-6
COc1ccc(Nc2cc(Nc3ccccc3)ncn2)cc1	-5	4	1.3	-29	0.96	5	-1	4
COc1cc(NC(=O)c2ccccc2)ccc1NC(=O)Cc1ccccc1	-4	1	1.1	-6	0.99	15	-4	-5
COc1ccc(C(=O)C[n+]2ccc(C)cc2)cc1	7	15	0.9	10	0.85	5	-1	-14
O=C1C2C3C=CC(CC3)C2C(=O)N1c1ccc2c(c1)OCO2 (stereo not given)	-13	0	1.1	-9	1	-1	-1	-9
COC(OC)c1ccnc(-c2ccc(OC(=O)c3ccc(F)cc3)cc2)n1	1	4	0.95	4	0.96	10	2	-5
O=[N+]([O-])c1ccc(/C=N/NC(=S)Nc2ccccc2)o1	16	25	0.87	13	0.75	2	1	-7
O=C(Nc1ccc(F)cc1)c1ccc2[nH]c(=O)c(=O)[nH]c2c1	-6	-2	1.2	-17	1	26	-1	6
Cc1cc(C)nc(-n2nc(C)cc2NC(=O)CNC(C)c2ccccc2)n1 (stereo not given)	-12	-5	0.91	9	1	6	-4	0
COc1cc(NC(=O)CSc2nc3c(c(=O)n(C)c(=O)n3C)n2C)cc(OC)c1	3	8	0.86	14	0.92	-8	28	-3
COc1ccc(CNC(=O)c2sc(=S)n(-c3ccc(OC)cc3)c2N)cc1	-6	13	0.83	17	0.87	63*	0	-14
NC(=O)C(C(=O)/C=C/c1ccc(Cl)cc1)=C1SCCS1	5	2	1.1	-5	0.98	-8	-2	25
CCN(CC(=O)NCc1cccs1)C(=O)CCC(=O)c1ccc(C)cc1	1	2	0.87	13	0.98	14	-3	-9
CC1CCc2sc(C(=O)NN=C3CCC(c4ccccc4)CC3)cc2C1 (stereo not given)	-15	6	0.78	22	0.94	1	-1	-9
